BoNT A protease: BoNT/A light chain protease inhibitors, primary screen, biochemical, flow cytometry, MLPCN library; actives 0.17% (n = 360,000); Botulinum neurotoxin type A light chain protease (Clostridium botulinum A str. ATCC 3502); AID 588499, 2011; inhibition, % at 10 µM; multiplex microsphere protease substrate cleavage; in the data active = inhibition above about 30%; inconclusive = no clear call, values can overlap the other calls; note: plate controls were buffer without enzyme for full effect and enzyme alone for no effect
CCHFV vOTU inh: CCHFV vOTU protease inhibitors, primary screen, biochemical, Pep-AMC substrate, fluorescence | Crimean-Congo hemorrhagic fever virus L polyprotein viral ovarian tumor (vOTU) protease … | actives 0.55% (n = 370,000) | AID 651958, 2012 | inhibition, % at 11.5 µM; note: 0% = vehicle wells with enzyme and 100% = no enzyme wells
Mtb BioA inh: M. tuberculosis BioA enzyme inhibitors, primary screen, biochemical, plate reader, single point, HTS. 7,8-diaminopelargonic acid synthase BioA (Mycobacterium tuberculosis). purified M. tuberculosis BioA enzyme. inhibition, % at 9.99 µM. actives 0.096% (n = 360,000). AID 602481, 2012; in the data active = inhibition above about 40%; inconclusive = no clear call, values can overlap the other calls
GDH-TPI counter: GDH-TPI coupling enzyme inhibitors, primary screen, artefact control for M. tuberculosis FBA inhibitor project, biochemical, absorbance, full deck. AID 588335, 2011. actives 1.2% (n = 360,000). inhibition, % at 4.8 µM. GDH-TPI coupled enzyme counterscreen, NADH absorbance;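 note: 0% = DMSO wells and 100% = wells lacking the enzyme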
PrPC surface inh: inhibitors of human cell surface prion protein PrPC, primary screen, cell-based, TR-FRET. actives 0.43% (n = 370,000). Major prion protein (Homo sapiens), P04156. TR-FRET read-out. AID 720596, 2013. inhibition, % at 13.8 µM; in the data active = inhibition above about 24%; note: 0% = median of the test wells and 100% = reference compound wells
Mtb FBA inh: Mtb FBA enzyme inhibitors, primary screen, biochemical, fluorescence, strain H37Rv; Fructose-bisphosphate aldolase (Mycobacterium tuberculosis (strain ATCC 25618 / H37Rv)), …; purified M. tuberculosis FBA, fluorescence read-out; inhibition, % at 1 µM; actives 2.3% (n = 360,000); AID 588726, 2011; in the data active = inhibition above about 27%;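 note: 0% = vehicle and 100% = reference inhibitor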
Target sequence (P9WQA3 whole entry, looked up): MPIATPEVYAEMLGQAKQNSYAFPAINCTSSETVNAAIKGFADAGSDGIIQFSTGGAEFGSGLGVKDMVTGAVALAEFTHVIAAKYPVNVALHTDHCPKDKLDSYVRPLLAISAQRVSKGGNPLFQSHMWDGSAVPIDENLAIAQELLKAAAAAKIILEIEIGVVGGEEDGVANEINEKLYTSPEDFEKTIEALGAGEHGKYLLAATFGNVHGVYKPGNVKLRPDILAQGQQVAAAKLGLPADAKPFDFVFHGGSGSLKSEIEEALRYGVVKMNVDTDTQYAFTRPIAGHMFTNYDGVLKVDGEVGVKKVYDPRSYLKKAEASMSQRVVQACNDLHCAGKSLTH
Mtb UGM inh: M. tuberculosis UGM enzyme inhibitors, primary screen, biochemical, fluorescence polarization, single point; AID 504406, 2011; purified UGM, fluorescence polarization probe displacement; UDP-galactopyranose mutase (Mycobacterium tuberculosis (strain ATCC 25618 / H37Rv)), …; inhibition, % at 10 µM; actives 0.06% (n = 320,000); in the data active = inhibition above about 10%, passing the limit was not always enough; inconclusive = no clear call, values can overlap the other calls
Target sequence (P9WIQ1 whole entry, looked up): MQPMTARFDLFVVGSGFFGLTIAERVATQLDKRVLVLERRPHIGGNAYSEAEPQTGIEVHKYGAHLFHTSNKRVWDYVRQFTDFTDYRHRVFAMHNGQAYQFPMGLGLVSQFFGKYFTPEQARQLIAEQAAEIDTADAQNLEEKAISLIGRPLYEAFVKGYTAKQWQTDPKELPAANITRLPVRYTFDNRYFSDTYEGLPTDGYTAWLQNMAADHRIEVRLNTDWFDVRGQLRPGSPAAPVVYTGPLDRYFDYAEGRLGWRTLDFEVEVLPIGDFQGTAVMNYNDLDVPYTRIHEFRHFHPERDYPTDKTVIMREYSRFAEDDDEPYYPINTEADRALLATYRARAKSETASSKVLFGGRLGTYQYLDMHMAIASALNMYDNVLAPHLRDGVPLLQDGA
BoNT F protease: BoNT/F light chain protease inhibitors, primary screen, biochemical, flow cytometry, MLPCN library. Botulinum neurotoxin type F light chain protease (Clostridium botulinum). Multiplex microsphere protease cleavage assay. inhibition, % at 10 µM. actives 0.22% (n = 360,000). AID 588497, 2011; in the data active = inhibition above about 35%, passing the limit was not always enough; inconclusive = no clear call, values can overlap the other calls; note: plate controls were buffer without enzyme for full effect and enzyme alone for no effect
FadD28 FP inh: inhibitors of FadD28 bisubstrate probe binding, primary screen, biochemical, fluorescence polarization, single point; AID 588549, 2011; inhibition, % at 12.5 µM; Mycobacterium tuberculosis FadD28 fatty-acid-AMP ligase; actives 0.22% (n = 360,000); in the data active = inhibition above about 8.5%, passing the limit was not always enough; inconclusive = no clear call, values can overlap the other calls
Numbers without * were called inactive; ? = inconclusive; . = no result given; + = active, no number. Cut-off read from the data, not from the text of the source, unless noted: active = inhibition above about 30%; inactive = the rest.

The opening 3 records as a preview:
Below each SMILES: BoNT A protease | CCHFV vOTU inh | Mtb BioA inh | GDH-TPI counter | PrPC surface inh | Mtb FBA inh | Mtb UGM inh | BoNT F protease | FadD28 FP inh
> Cc1ccc(S(=O)(=O)N2CC=C(C(=O)NCc3ccc(F)cc3)CC2)cc1
    -0.2 | -8 | -0.2 | -2 | 1 | 1 | 0.2 | 4 | -0.7
> CCCCN(CC)C(=O)c1cccc(Cl)c1
    -0.4 | -7 | -0.3 | -1 | -4 | 1 | -1.2 | 2 | -2.2
> COP(=O)(OC)c1nc(-c2ccc(C)cc2)oc1N1CCCCC1
    0.3 | -79 | . | 16 | -3 | + | 2.8 | -19 | 0.6

This part in full, from the start:
Below each SMILES: BoNT A protease | CCHFV vOTU inh | Mtb BioA inh | GDH-TPI counter | PrPC surface inh | Mtb FBA inh | Mtb UGM inh | BoNT F protease | FadD28 FP inh
> Cc1ccc(S(=O)(=O)N2CC=C(C(=O)NCc3ccc(F)cc3)CC2)cc1
    -0.2 | -8 | -0.2 | -2 | 1 | 1 | 0.2 | 4 | -0.7
> CCCCN(CC)C(=O)c1cccc(Cl)c1
    -0.4 | -7 | -0.3 | -1 | -4 | 1 | -1.2 | 2 | -2.2
> COP(=O)(OC)c1nc(-c2ccc(C)cc2)oc1N1CCCCC1
    0.3 | -79 | . | 16 | -3 | + | 2.8 | -19 | 0.6
> Cc1cc(=O)oc2c(C)c(OCC(=O)NC3CC(C)(C)NC(C)(C)C3)ccc12
    -2.7 | 13 | -1.3 | 10 | 4 | 18 | -4.4 | -7 | -2.3
> CCCC(=O)OCC(=O)Nc1cc(C(C)(C)C)nn1-c1ccccc1
    0.7 | 13 | -1.4 | 6 | 1 | 2 | -2.5 | 13 | 0.7
> COc1ccc(Cl)cc1C1=NOC2(CCC2)C(=O)N1Cc1ccc(NC(C)=O)cc1
    0.3 | 1 | -0.1 | 5 | -6 | 2 | . | 4 | -1.5
> CC(=O)Nc1ccc(-c2csc(NNC(=O)c3ccccc3)n2)cc1
    -1.0 | 3 | . | -7 | -8 | 5 | -3.5 | -9 | 1.6
> Cc1nc(C)c(-c2nnc(-c3cccc(S(=O)(=O)N(C)C)c3)o2)cc1C(=O)NN
    -3.3 | 1 | 0.8 | -4 | 4 | -1 | -2.8 | -52 | .
> O=C(COc1ccccc1)N1c2ccccc2Sc2ccccc21
    -1.3 | -16 | -0.9 | 9 | -2 | 1 | -0.4 | -4 | -0.3
> c1cc2c(cc1[C@H]1OC[C@H]3[C@@H]1CO[C@@H]3c1ccc3c(c1)OCO3)OCO2
    -2.9 | 0 | 0.7 | 8 | -2 | 0 | -0.2 | -31 | -0.1
> CCC(=NCc1ccc2c(c1)OCO2)c1c(O)n(C)c(=O)n(C)c1=O
    1.7 | 1 | . | -11 | 21 | -17 | 0.4 | 3 | -4.1
> CC(=O)Nc1cccc(NC(=O)Nc2cccc(F)c2)c1
    -0.7 | -8 | . | 2 | -5 | 0 | -0.4 | -1 | -2.8
> Cc1cc(=O)[nH]c(SCC(=O)N2CCN(C(=O)c3ccco3)CC2)n1
    0.4 | 1 | -2.0 | -4 | -3 | -3 | 0.3 | 3 | .
> NC(=O)N/N=C/c1ccc(-c2cccc(C(F)(F)F)c2)o1
    -0.5 | 20 | . | 6 | -10 | -4 | -0.8 | -4 | -3.7
> Cc1ccc(Cl)cc1NC(=O)Cn1c(C)csc1=O
    0.0 | -8 | -2.0 | 2 | 2 | -1 | -0.9 | -1 | -3.7
> C[C@@H](CN=[N+]=[N-])CN1CC[C@H](NC(=O)OCc2ccccc2)CCC1=O
    0.2 | 2 | 1.2 | 14 | -7 | -4 | 0.9 | -6 | -2.9
> NCCC(=O)NC[C@H]1O[C@@H](n2cnc3c(N)ncnc32)[C@H](O)[C@@H]1O
    0.1 | -2 | -1.4 | 8 | 8 | 0 | . | -4 | 0.1
> COc1ccc(S(=O)(=O)N2CCOCC2)c2ccccc12
    ? | -9 | -1.3 | 3 | 3 | 2 | 1.8 | ? | 0.0
> COc1ccc(C2/C(=C(/O)c3ccccc3)C(=O)C(=O)N2CO)cc1 (stereo not drawn)
    -0.5 | 8 | -1.2 | 27 | -6 | 2 | 3.0 | -7 | -1.8
> COc1cc(Cl)c(C)cc1NC(=O)CSc1nnc(-c2ccco2)n1CC(C)C
    -0.6 | 5 | 1.8 | 11 | 5 | 2 | -1.2 | -12 | -3.1
> CCOc1cc(CN2CCCC(CO)(Cc3ccc(F)cc3F)C2)ccc1OC (stereo not drawn)
    -5.0 | -12 | 0.0 | 0 | -8 | -1 | -2.0 | 4 | 0.6
> CC(C)(C)[C@@H]1C=C(C(=O)NC2CC2)O[C@H](OCc2ccc(CO)cc2)C1
    0.0 | 4 | -0.1 | -3 | 2 | -1 | 2.3 | -7 | 0.6
> COc1cccc(N2CCN(Cc3nc4scc(-c5ccccc5)c4c(=O)[nH]3)CC2)c1
    -0.4 | -6 | . | -1 | 7 | 0 | -0.9 | -3 | -1.6
> Cc1cccc(C(=O)Nc2onc(C)c2C#N)c1
    . | -3 | -0.2 | 6 | -1 | -1 | -0.5 | . | 1.1
> O=C(O)c1cccnc1C(=O)O
    -0.8 | 7 | -0.5 | 4 | 7 | 2 | -0.2 | -2 | -2.1
> c1coc(-c2nc3c([nH]2)CCc2nonc2-3)c1
    1.8 | 15 | 6.1 | 23 | -3 | 0 | -0.8 | -9 | -2.5
> CCOC(=O)C1(Cc2ccccc2Cl)CCN(Cc2csc(C(C)=O)c2)CC1
    -1.1 | 5 | 1.3 | 0 | 7 | 6 | -0.7 | -1 | -1.0
> C/C(=N/NC(=O)c1ccc(Br)s1)c1cccnc1
    -2.6 | -12 | -1.8 | 13 | 16 | 1 | -3.3 | -10 | -3.9
> CCCCn1cnc2cc(NCc3ccncc3)ccc21
    4.3 | -11 | 0.2 | -12 | 1 | 1 | -5.2 | 4 | -6.9
> CCNc1ccc(C(=O)OCC)cc1NC(=O)c1cccc(S(=O)(=O)N(C)c2ccccc2)c1
    -0.4 | 14 | . | -5 | 0 | 2 | 3.3 | -11 | 0.4
> O=c1oc2ccccc2cc1-c1csc(NN=C2CCCC2)n1
    1.4 | -7 | 0.9 | 16 | -2 | 6 | -0.1 | 1 | -1.9
> Cc1nc(N)nc(N/N=C/c2c(F)cccc2Cl)n1
    -1.0 | -11 | -2.1 | 3 | 0 | 3 | 1.3 | 6 | -0.4
> Cc1cc2cc(CCNC(=O)CC(C)(C)C)c(=O)[nH]c2cc1C
    0.1 | -1 | 1.1 | 20 | 7 | 9 | 0.7 | -1 | 1.0
> O=C1NCCN/C1=C\C(=O)c1ccc(F)cc1
    -8.9 | 7 | . | 13 | -3 | 0 | 2.1 | ? | -3.2
> Cc1ccc2nc(Cl)cc(=O)n2c1
    -0.1 | -9 | . | 26 | -10 | 45* | . | 15 | 0.5
> Cc1cccc(CN2CCN(C3CN(Cc4cn(Cc5cccc(C(F)(F)F)c5)nn4)S(=O)(=O)C3)CC2)c1 (stereo not drawn)
    0.3 | 14 | . | . | -9 | . | . | 5 | .
> Cc1nn(-c2ccccc2)c2sc(C(=O)O)cc12
    -0.5 | 12 | -1.0 | 5 | -20 | 0 | 2.0 | -5 | -3.7
> Cc1nnc(SCC(=O)Nc2nccs2)n1C(C)C
    -0.6 | -5 | -1.9 | -13 | 5 | 0 | -0.7 | 4 | -3.3
> CC(=O)c1cccc(NC(=O)CCc2nnc3ccc(NCc4ccc5c(c4)OCO5)nn23)c1
    -1.6 | 5 | . | -1 | -1 | 5 | 0.6 | -14 | -0.2
> COc1cccc(/C=C/C(=O)OCC(=O)NC2CC2)c1OC
    0.0 | 11 | 9.8 | 0 | -1 | -3 | -1.9 | 8 | -2.6
> COc1ccc(-n2cc(-c3ccc(OC(F)F)cc3)[n+]3c2CCCCC3)cc1
    0.3 | -10 | . | -1 | 1 | 1 | -2.0 | -2 | -2.6
> O=c1cc(-c2ccccc2)oc2ccc(O)cc12
    -0.7 | 1 | -1.1 | 11 | 2 | -1 | 1.8 | 0 | -1.5
> C#CCOc1ccc(CNC[C@H]2O[C@@H](n3ccc(=O)[nH]c3=O)[C@H](O)[C@@H]2O)cc1
    -0.6 | -4 | 0.0 | . | 2 | 1 | . | -6 | -0.9
> COc1cc(OC)cc(C(=O)NC2CC3CCC(C2)N3Cc2ccco2)c1 (stereo not drawn)
    0.1 | 3 | -0.1 | -1 | 2 | 1 | . | 16 | -2.4
> CCCCn1cc(S(=O)(=O)c2ccccc2)c(=O)c2cc(C)ccc21
    -1.1 | -2 | 2.5 | 2 | 0 | -1 | -2.2 | 1 | -1.8
> CC(=O)c1cc2c(cc1NC(=O)Cn1nc(-c3ccc(C)cc3)ccc1=O)OCO2
    -1.3 | -2 | 1.0 | 8 | 2 | 0 | 1.1 | -2 | .
> COc1ccc(C(CC(=O)c2ccc(C)cc2)Nc2ccc([N+](=O)[O-])cc2)cc1 (stereo not drawn)
    0.4 | 12 | . | 13 | -2 | -10 | 0.4 | -1 | -1.4
> O=C(COc1ccc(F)cc1)NCC1CCCO1 (stereo not drawn)
    ? | 2 | 0.1 | -12 | -4 | 2 | -0.6 | -4 | 0.1
> COc1ccc(C(c2nnnn2C2CCCC2)N2CCN(C3CCCC3)CC2)cc1OC (stereo not drawn)
    -0.1 | -2 | -0.7 | 6 | 1 | 2 | -0.1 | -10 | -1.0
> Cc1ccc(N2CC(C(=O)Nc3nc4ccc(S(C)(=O)=O)cc4s3)CC2=O)cc1 (stereo not drawn)
    0.7 | 9 | -0.6 | -1 | 4 | -1 | 2.5 | 10 | -2.5
> FC(F)(F)c1ccccc1Cc1c(-c2cccc(Cl)c2)nc2c3ccccc3ccn12
    1.1 | 13 | . | . | 12 | . | . | -5 | .
> CC(C)(C)C1CCNC(=O)CC1 (stereo not drawn)
    0.5 | 0 | 0.3 | 6 | -5 | -1 | . | 0 | 1.5
> Cc1ccc(NC(=O)CCCC2CCCCC2)c(O)c1
    -0.4 | 10 | -1.5 | -3 | -1 | 0 | -5.0 | 5 | -1.8
> CC(=O)O[C@]1(C(C)=O)CC[C@H]2[C@@H]3C=C(C)C4=CC(=O)CC[C@@H]4[C@H]3CC[C@@]21C
    0.5 | 3 | 15 | 0 | 0 | -3 | -0.5 | 7 | -4.7
> CCOCCCNC(=O)c1cc2c(=O)n3cccc(C)c3nc2s1
    -0.4 | -44 | -5.5 | 15 | -7 | 24 | 2.1 | 23 | -0.7
> Cc1ccc(NC(=S)N2CCC(N(C)CC3CCCO3)CC2)c(C)c1 (stereo not drawn)
    9.7 | -6 | 1.7 | 6 | 3 | 0 | 0.2 | 12 | -2.2
> O=C(O)CC1CCC(=C(Cl)Cl)C1 (stereo not drawn)
    0.1 | -7 | -3.4 | 3 | -4 | 0 | 2.6 | -4 | 1.2
> O=C(Nc1ccccc1F)C(c1ccccc1)c1ccccc1
    -1.6 | 7 | . | 2 | 0 | 4 | -0.6 | ? | -2.9

Assay outcomes (PubChem BioAssay)
